Compound activity as filed in PubChem BioAssay.
PglD inh: PglD (C. jejuni) enzyme inhibition | inhibition, % at 12.5 µM | 360,000 compounds, 0.098% hits | purified PglD enzyme, DTNB colorimetric CoA detection | AID 602405; in the data active = inhibition above about 16%, passing the limit was not always enough; also: strong numbers were not always called active
FN deposit inh: fibronectin deposition inhibition | AH1F fibroblasts, Alexa488-fibronectin deposition fluorescence, overnight | inhibition, % at 12.6 µM | 350,000 compounds, 0.086% hits | AID 743247;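 active = mean inhibition across replicates of 30% or more, regardless of how many single replicates reach that level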;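 also: positive control wells lacked labelled fibronectin entirely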
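Schedule: 1 h cell adhesion before compound, then overnight fibronectin incubation; test system: AH1F fibroblast monolayer depositing Alexa488-labelled fibronectin into matrix; quantity: 10000 AH1F cells per well; probe or stimulus: fluorescent fibronectin at 24 nM final; signal: fluorescence, ex 485 nm, em 525 nm; evaluation: percent inhibition as loss of matrix-bound fibronectin fluorescence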
PGC1a acetyl inh: PGC1a acetylation modulation, inhibitor mode. inhibition, % at 15.6 µM. 350,000 compounds, 0.17% hits. U2OS PGC1a acetylation, AlphaScreen anti-acetyl-lysine; with virally co-expressed GCN5 acetyltransferase;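 active = every replicate shows inhibition of at least 40%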;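 also: 0% = neutral control wells and 100% = positive control wells; some results beyond the cut were filed as inactive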
INS-1E GSIS act: primary screen for activators of insulin secretion dependent on glucose, INS-1E cells, GLuc reporter luminescence; INS-1E GLuc reporter insulin secretion, 2-3 h; activation, % at 16.6 µM; 370,000 compounds, 0.61% hits; AID 743287;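 active = lowest replicate activation of at least 40%, so every replicate reaches that level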;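 also: 0% = median of neutral control wells and 100% = median of IBMX positive control wells; some compounds called inactive have numbers as strong as hits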
miR-122 sensor: blocks miR-122 activity in Huh7 sensor cells; Huh7 miR-122 Renilla luciferase sensor, 48 h; neutral wells = 0, positive control = 100; activation (reporter increase), % at 12.5 µM; 340,000 compounds, 0.3% hits; AID 602342;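 active = mean replicate activation score at least 90 and every replicate individually at or above 90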;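 also: higher luciferase means less miR-122 activity so hits act as miR-122 inhibitors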
CFTR F508del cor: CFTR F508del correction in bronchial cells; CFBE cells, YFP halide quenching; stimulated with forskolin plus potentiator P3; % fluorescence drop versus neutral controls; activity (quench increase), % at 7.58 µM; 350,000 compounds, 0.36% hits; AID 720511;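 active = mean added fluorescence quench of at least 8% versus neutral control, with both replicates also reaching 8%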;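 also: cells transiently co-express mutant CFTR-F508del with the halide-sensitive YFP; corrector assay measuring rescue of mutant channel to the surface after 24 h compound exposure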
Cneo AK release: Cryptococcus neoformans lysis via adenylate kinase release; C. neoformans lysis, adenylate kinase release luminescence, 4 h; normalised: neutral wells 0, clomiphene wells 100; lysis activity, % at 15 µM; 360,000 compounds, 0.2% hits; AID 651654;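 active = mean lysis activity across replicates of at least 80%, whatever share of replicates individually reach that level; inactive = mean lysis activity below 80%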
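read-out = cell lysis signal | test system = log-phase Cryptococcus neoformans yeast cells | input = cells at 5 × 10^6 per mL | medium = fresh YPD growth medium | signal = luminescent adenylate kinase detection reagent | timing = 4 h at 37 °C static, read 1 h later | dosing = single dose | controls = Clomiphene as positive lysis control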
C2C12 statin: suppression of simvastatin myotoxicity; C2C12 myotubes + simvastatin, ATP luminescence, 48 h; scaled: DMSO 0, geranylgeraniol control 100; rescue of ATP level, % at 7.49 µM; 330,000 compounds, 0.78% hits; AID 602340;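 active = mean ATP rescue above about 67%, or every replicate alone reaching that limit, limit read from the data, passing the limit was not always enough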;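 also: myotubes were challenged with 10 µM simvastatin during compound exposure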
Numbers without * were called inactive; / = not tested or not shown; [ ] = dose if it differs, or a comment.

Value order: PglD inh	FN deposit inh	PGC1a acetyl inh	INS-1E GSIS act	miR-122 sensor	CFTR F508del cor	Cneo AK release	C2C12 statin
> O=C(NC(=S)Nc1ccccc1)c1ccc(-c2ccccc2)cc1
→ 0.2	-4.0	/	43.1	-6.0	/	0.5	-9.5
> Cc1ccc(NC(=S)NNC(=O)c2ccccc2OC(F)F)cc1
→ -0.5	-7.2	1.9	0.8	7.0	/	2.2	-47.3
> CCOc1ccccc1C1c2[nH]c3ccccc3c2C[C@H]2C(=O)N(C3CC3)CC(=O)N12 (stereo not given in full)
→ 5.0	1.0	/	-6.4	-5.5	3.9	1.4	-3.6
> Cc1cc(NC(=O)c2cnn3c(C(F)F)cc(-c4ccccc4)nc23)no1
→ 4.7	11.3	-10.7	/	1.0	/	5.6	-1.4
> O=C(O)c1ccc(NS(=O)(=O)c2cc(Cl)sc2Cl)cc1
→ 6.5	2.9	/	19.7	3.6	-3.0	-4.0	-7.7
> O=C(CC(c1ccccc1)c1ccccc1O)NCc1ccccc1 (stereo not given)
→ /	-2.4	-10.4	/	3.7	-1.4	/	3.4
> O=C(NCc1ccc2c(c1)OCO2)C(=O)NCC(c1ccco1)N1CCN(c2ccccc2)CC1 (stereo not given)
→ /	-4.9	13.6	12.8	/	3.3	/	/
> O=C(c1ccc(Cn2cc(Cl)c([N+](=O)[O-])n2)cc1)N1CCN(Cc2ccccc2)CC1
→ /	-13.9	4.0	-15.0	/	0.1	/	/
> O=S(=O)(c1ccccc1)c1ccc(NCc2ccco2)cc1
→ 11.0	-2.7	4.2	-0.5	7.0	/	-0.2	-6.3
> CC(=O)NCCn1ccc2ccccc21
→ 1.9	/	7.3	/	7.1	/	-1.8	-5.2
> O=C(/C=C/c1ccc(Cl)cc1)Nc1ccc(S(=O)(=O)Nc2ncccn2)cc1
→ /	17.9	/	-2.0	1.3	-0.6	/	/
> COC(=O)c1c(N)sc(C(=O)NCCc2ccccc2)c1C
→ 4.2	0.9	22.1	25.1	0.8	2.6	-10.9	-15.0
> Oc1ccc(C2=NNC(c3ccc(O)cc3)=NN2)cc1
→ 6.5	/	5.4	6.9	-3.7	-2.2	-2.2	0.3
> COc1ccc(Cn2c(O)c(/C=C3/C=CC=N3)c(=O)[nH]c2=O)cc1
→ /	5.0	-6.3	18.8	/	2.0	/	/
> Cc1ccccc1-n1nnnc1SC(C)C(=O)NC1CCCc2ccccc21 (stereo not given)
→ -2.8	0.6	-0.9	-18.3	1.7	/	4.2	3.7
> C=CCn1c(COc2ccc(F)cc2)nnc1SCC(=O)N1CC(=O)Nc2ccccc21
→ 0.9	/	5.6	/	-2.8	/	0.4	12.6
> COc1ccc(OC)c(NC(=O)CCN2CCCCCC2)c1
→ -12.0	/	-2.6	/	-3.3	/	-1.2	-6.8
> CO[C@@H]1CC[C@H]2CCOc3c(C#N)cccc3C(=O)N(C)C[C@H](C)C(=O)N(C)C[C@H]1O2
→ 4.0	-2.2	7.3	8.4	/	-3.3	62.0	0.6
> CCOc1ccc(C2C(C#N)=C(N)Oc3n[nH]c(C)c32)cc1OC(=O)C1CC1 (stereo not given)
→ -3.0	6.7	-2.5	/	-1.0	/	-1.5	-0.5
> Cc1cc(C2C(=O)C(C(=O)c3ccc(Cl)cc3)C(=O)CC2(C)C)on1 (stereo not given)
→ 8.4	/	-13.3	3.1	0.7	/	-2.4	-5.6

Given as labelled records: entries from further up.
> O=S(=O)(c1ccccc1)c1ccc(NCc2ccco2)cc1
  PglD inh: 11.0
  FN deposit inh: -2.7
  PGC1a acetyl inh: 4.2
  INS-1E GSIS act: -0.5
  miR-122 sensor: 7.0
  CFTR F508del cor: /
  Cneo AK release: -0.2
  C2C12 statin: -6.3
> CC(=O)NCCn1ccc2ccccc21
  PglD inh: 1.9
  FN deposit inh: /
  PGC1a acetyl inh: 7.3
  INS-1E GSIS act: /
  miR-122 sensor: 7.1
  CFTR F508del cor: /
  Cneo AK release: -1.8
  C2C12 statin: -5.2

The listing picks up with the 5 entries that preceded the break.
Value order: PglD inh	FN deposit inh	PGC1a acetyl inh	INS-1E GSIS act	miR-122 sensor	CFTR F508del cor	Cneo AK release	C2C12 statin
> C=CCn1c(COc2ccc(F)cc2)nnc1SCC(=O)N1CC(=O)Nc2ccccc21
→ 0.9	/	5.6	/	-2.8	/	0.4	12.6
> COc1ccc(OC)c(NC(=O)CCN2CCCCCC2)c1
→ -12.0	/	-2.6	/	-3.3	/	-1.2	-6.8
> CO[C@@H]1CC[C@H]2CCOc3c(C#N)cccc3C(=O)N(C)C[C@H](C)C(=O)N(C)C[C@H]1O2
→ 4.0	-2.2	7.3	8.4	/	-3.3	62.0	0.6
> CCOc1ccc(C2C(C#N)=C(N)Oc3n[nH]c(C)c32)cc1OC(=O)C1CC1 (stereo not given)
→ -3.0	6.7	-2.5	/	-1.0	/	-1.5	-0.5
> Cc1cc(C2C(=O)C(C(=O)c3ccc(Cl)cc3)C(=O)CC2(C)C)on1 (stereo not given)
→ 8.4	/	-13.3	3.1	0.7	/	-2.4	-5.6
> CC(=O)CC(=O)Nc1nc(C)cc(C)n1
→ /	-0.7	3.1	-2.9	/	-0.4	/	/
> CCn1c(C)nc2cc(C#N)ccc21
→ -1.6	9.3	-8.4	-3.8	-1.0	-1.2	1.6	0.9
> C[C@@H](O)C#Cc1ccc([C@H]2[C@H]3CN(C(=O)c4cccc(F)c4)CCCCN3[C@H]2CO)cc1
→ 6.4	/	0.1	7.7	-5.5[16.7 µM]	-3.7	-4.0	-21.5
> O=C(O)c1ccc(CSc2nnc(SCc3ccccc3)s2)cc1
→ 2.8	/	9.2	/	7.7	/	0.0	-22.1
> CCCCCCCCCCCCN1[C@@H](CC(=O)OC)c2cc(F)ccc2S1(=O)=O
→ 4.2	-1.6	-20.9	-25.9	3.3	0.8	0.2	-1.0
> COc1ccc2c3c([nH]c2c1)[C@H](CO)N(C(=O)c1cccnc1)CC31CN(C(=O)Nc2cccc(F)c2)C1
→ /	-6.1	6.8	17.0	/	-1.2	/	/
> Cc1ccc(C(C(=O)Nc2ccc(C(C)C)cc2)N(C)C(=O)c2ccc(=O)[nH]c2)cc1 (stereo not given)
→ /	-6.0	-3.1	-13.0	-0.5	0.7	/	/
> COc1ccc(C(=O)OCC(=O)NC(=O)NC2CCCC2)c(O)c1
→ /	10.0	-2.5	-5.5	/	-4.7	/	/
> COCC(=O)N(C)C[C@H]1[C@H](c2ccccc2)[C@H](CO)N1C(=O)NC(C)C
→ 6.3	-1.6	1.6	6.0	-21.4[16.7 µM]	-0.2	-4.3	15.5
> O=C(Cn1c(=O)n(Cc2ccccc2)c(=O)c2ccccc21)NCc1ccco1
→ 5.4	2.6	/	/	-13.0	/	-0.7	/
> COc1ccc(NC(=O)c2c3c(nc4ccccc24)CCC3)cc1
→ -1.8	11.2	-4.1	16.0	0.0	/	2.5	-11.2
> COc1ccc(S(=O)(=O)N(C)C[C@H]2OCCCC[C@H](C)Oc3ccc(NS(C)(=O)=O)cc3C(=O)N([C@@H](C)CO)C[C@@H]2C)cc1
→ 0.8	/	-16.1	-11.1	1.6[16.7 µM]	-1.6	-3.3	/
> NC(=S)N/N=C/c1ccccc1OC(=O)c1cc2ccccc2oc1=O
→ 1.3	5.4	-1.6	0.4	0.9	1.3	0.7	-18.3
> C[C@H]1CN([C@@H](C)CO)C(=O)c2cccc(NC(=O)C3CCCCC3)c2O[C@H]1CN(C)Cc1ccc2c(c1)OCO2
→ 0.4	/	2.0	12.5	17.2[16.7 µM]	0.3	3.1	-30.7
> O=C(Nc1cnn(Cc2c(Cl)cccc2Cl)c1)C(c1ccccc1)c1ccccc1
→ 1.4	/	1.7	/	2.5	/	-1.6	9.2
> Cc1ccc(C2=NS(=O)(=O)N(C)C(C(=O)NC3CCCCC3)=C2)cc1
→ 1.6	-2.6	2.2	-32.1	-4.6	-3.9	-1.0	15.2
> C[C@H](CO)N1C[C@H](C)[C@H](CN(C)C)Oc2cc(-c3cccnc3)ccc2S1(=O)=O
→ 4.3	-3.9	11.1	9.0	14.4[16.7 µM]	-1.4	2.1	-4.0
> O=C(Nc1cccc(Cl)c1)N(CCCN1CCOCC1)Cc1ccccc1F
→ -1.8	/	/	-45.9	/	1.7	0.0	-22.6
> Cn1c(N)c(C(=O)COC(=O)c2ccco2)c(=O)n(C)c1=O
→ -1.4	/	8.1	/	-0.6	/	0.4	11.2
> C[C@H]1CN([C@@H](C)CO)C(=O)c2cccc(NC(=O)Nc3ccccc3)c2O[C@@H]1CN(C)S(=O)(=O)c1ccc(Cl)cc1
→ -1.2	/	7.1	8.9	-3.0[16.7 µM]	-0.5	-2.8	-6.9

Next section:
Value order: PglD inh	FN deposit inh	PGC1a acetyl inh	INS-1E GSIS act	miR-122 sensor	CFTR F508del cor	Cneo AK release	C2C12 statin
> COc1cc(C(O)c2nc(-c3ccc4ccccc4c3)cs2)ccc1F (stereo not given)
→ -0.1	12.2	-4.8	-3.1	-2.9	-1.4	-0.4	-0.8
> CC(NC(=O)CN1CCOCC1)c1ccccc1 (stereo not given)
→ -0.6	-12.7	13.1	3.0	-5.5	1.9	1.0	27.0
> COC(=O)C1=C(C)N(C)C(C)=C(C(=O)OC)C1c1ccccn1
→ 1.8	/	5.2	6.0	-5.4	/	1.0	/
> O=c1oc(Nc2ccccc2Cl)nc2ccccc12
→ /	-7.6	-4.8	-14.4	/	-1.6	/	/
> CC(C)(C)OC(=O)NCc1ccc(NC(=O)c2nc[nH]c2C(=O)N[C@@H](Cc2ccccc2)C(=O)OC(C)(C)C)cc1
→ 0.8	-5.0	/	-14.2	-5.5	3.4	5.6	-3.2
> Cc1oc(C(C)(C)C)cc1C(=O)Nc1ccc2c(c1)OCCO2
→ -0.8	/	-2.2	/	-3.3	/	-1.1	94.8*
> CCOc1ccc(N2CC(C(=O)N3CCCc4ccccc43)CC2=O)cc1 (stereo not given)
→ -0.1	-5.4	3.6	-3.1	-4.6	0.0	2.5	3.1
> CC(=O)N(C)C[C@@H]1Oc2ncc(C#Cc3ccccc3)cc2C(=O)N([C@@H](C)CO)C[C@H]1C
→ 0.7	/	8.6	4.5	-1.9[16.7 µM]	0.0	-0.2	20.3
> S=C1SCN(CCc2ccccc2)CN1CCc1ccccc1
→ 2.3	-3.6	/	-43.8	/	-4.2	2.7	/
> Cc1ccc(-c2cn3c(n2)CCCC3)cc1
→ -1.0	-7.0	15.0	-0.4	-11.7	/	9.2	-11.2
> CC(OC(=O)C1CCCC1)C(=O)Nc1ccc(S(N)(=O)=O)cc1 (stereo not given)
→ 4.6	0.6	5.3	-8.3	-6.3	0.3	-1.0	4.2
> CCOc1ccc(C(=O)OCC(=O)N2CC(C)OC(C)C2)cc1OCC (stereo not given)
→ 1.8	0.6	/	6.0	/	-3.7	-2.6	7.1
> O=C(C[C@H]1CC[C@H]2[C@@H](COC[C@@H](O)CN2S(=O)(=O)c2cccc(Cl)c2)O1)NC1Cc2ccccc2C1
→ 2.4	-5.2	1.3	-14.6	7.0[16.7 µM]	0.4	0.3	15.1
> O=C(COC(=O)Cn1[nH]c(=O)c2ccccc2c1=O)Nc1c(Cl)cccc1C(F)(F)F
→ 6.1	-4.6	2.5	37.9	-5.7	-2.3	0.0	4.3
> COc1cc(OC)c(/C=N/n2c(C3CCCCC3)n[nH]c2=S)c(OC)c1
→ -0.5	6.8	7.0	-11.3	-3.5	1.4	1.8	-1.7

Compounds as they come, and some 2.1% of all compounds hit somewhere here.
